pPAFAH FP inh = pPAFAH enzyme inhibitors, primary screen, biochemical, fluorescence polarization, human; actives 1.5% (n = 330,000); AID 463082, 2010; recombinant pPAFAH, FP-rhodamine probe fluorescence polarization; inhibition, % at 3.39 µM;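 active = inhibition above the mean inhibition across the screen plus 3 SD, cut at about 25% in these data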;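 also: inhibitors block binding of the rhodamine activity-based probe so polarization drops; 0% = enzyme with DMSO and 100% = wells lacking pPAFAH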
EBNA-1 inh = EBNA-1 DNA-binding inhibitors, primary screen, biochemical, fluorescence polarization; inhibition, % at 14.8 µM; actives 0.34% (n = 300,000); AID 1950, 2009; in the data active = inhibition above about 28%
PAFAH1B3 inh = PAFAH1B3 enzyme inhibitors, primary screen, biochemical, fluorescence polarization, human; recombinant PAFAH1B3, FP-rhodamine probe; inhibition, % at 3.39 µM; actives 0.28% (n = 340,000);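 active = inhibition above the screen-wide average of all tested compounds plus 3 SD, cut at about 25% in these data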;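 also: 0% = enzyme with DMSO only and 100% = wells lacking PAFAH1B3 protein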
Target sequence (Q15102 whole entry, looked up): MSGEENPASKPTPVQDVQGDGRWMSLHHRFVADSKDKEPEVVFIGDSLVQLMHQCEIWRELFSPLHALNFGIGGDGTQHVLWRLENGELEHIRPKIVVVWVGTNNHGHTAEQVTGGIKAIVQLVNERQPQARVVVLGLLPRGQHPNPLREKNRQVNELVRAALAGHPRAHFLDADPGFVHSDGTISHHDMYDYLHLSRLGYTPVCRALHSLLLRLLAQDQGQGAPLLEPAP
LYPLA2 counter = LYPLA2 inhibitors, primary screen, counter-screen for PME1 inhibitor project, biochemical, fluorescence polarization, FP-Rh probe ABPP; recombinant LYPLA2; actives 0.38% (n = 320,000); Acyl-protein thioesterase 2 (Homo sapiens), O95372; inhibition, % at 5.9 µM; AID 2177, 2009;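 active = inhibition above the screen-wide mean plus 3 SD, limit set per campaign, cut at about 26% in these data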;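 also: 0% = LYPLA2 with DMSO and 100% = wells lacking LYPLA2 enzyme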
PAFAH2 inh = PAFAH2 enzyme inhibitors, primary screen, biochemical, fluorescence polarization, human. inhibition, % at 3.39 µM. recombinant PAFAH2, FP-rhodamine activity probe. actives 0.99% (n = 340,000);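 active = inhibition above the mean over all tested compounds plus 3 SD, cut at about 30% in these data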;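 also: inhibitors block probe labeling of enzyme so polarization drops; 0% = enzyme with DMSO and 100% = wells lacking PAFAH2 protein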
PAFAH1B2 inh = PAFAH1B2 enzyme inhibitors, primary screen, biochemical, fluorescence polarization, human; inhibition, % at 3.39 µM; recombinant PAFAH1B2, FP-rhodamine activity probe; actives 1.2% (n = 340,000); AID 492953, 2010;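 active = inhibition above the mean of all tested compounds plus 3 SD, cut at about 24% in these data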;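 also: 0% = enzyme with DMSO and 100% = wells lacking PAFAH1B2; many of its hits are not listed in these tables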
Target sequence (P68402 whole entry, looked up): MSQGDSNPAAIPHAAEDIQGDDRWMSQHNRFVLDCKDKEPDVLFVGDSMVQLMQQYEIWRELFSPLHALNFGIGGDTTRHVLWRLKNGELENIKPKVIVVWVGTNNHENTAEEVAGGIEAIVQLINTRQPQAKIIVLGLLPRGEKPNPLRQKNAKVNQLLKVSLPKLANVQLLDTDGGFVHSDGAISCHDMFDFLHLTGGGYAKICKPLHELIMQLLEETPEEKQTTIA
PREPL inhibitor = PREPL enzyme inhibitors, primary screen, biochemical, fluorescence polarization; inhibition, % at 5.96 µM; Prolyl endopeptidase-like (Homo sapiens), Q4J6C6; actives 0.68% (n = 320,000); recombinant PREPL, fluorescence polarization activity-based probe; in the data active = inhibition above about 43%;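 also: 0% = enzyme with DMSO and 100% = wells lacking enzyme; many of its hits are not listed in these tables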
LYPLA1 counter = LYPLA1 inhibitors, primary screen, counter-screen for PME1 inhibitor project, biochemical, fluorescence polarization, FP-Rh probe ABPP; inhibition, % at 5.9 µM; AID 2174, 2009; recombinant LYPLA1; Acyl-protein thioesterase 1 (Homo sapiens), O75608; actives 0.16% (n = 320,000);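 active = inhibition above the mean of all tested compounds plus 3 SD, set per campaign, cut at about 14% in these data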;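 also: inhibitors block serine hydrolase probe labeling of LYPLA1 so polarization falls; 0% = enzyme with DMSO and 100% = wells lacking LYPLA1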
Target sequence (O75608 whole entry, looked up): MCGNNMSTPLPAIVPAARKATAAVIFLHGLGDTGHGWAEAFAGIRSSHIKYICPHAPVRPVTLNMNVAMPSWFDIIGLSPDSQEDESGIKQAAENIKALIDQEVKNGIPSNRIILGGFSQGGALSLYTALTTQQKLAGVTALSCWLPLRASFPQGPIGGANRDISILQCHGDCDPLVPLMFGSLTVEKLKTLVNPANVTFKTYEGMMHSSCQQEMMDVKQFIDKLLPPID
ZTA DNA inh = counter-screen for EBNA-1 inhibitors: inhibitors of Epstein-Barr virus ZTA; AID 2234; inhibition, % at 11 µM; actives 0.15% (n = 320,000); ZTA-DNA binding, fluorescence polarization; in the data active = inhibition above about 33%
Target sequence (P03206 whole entry, looked up): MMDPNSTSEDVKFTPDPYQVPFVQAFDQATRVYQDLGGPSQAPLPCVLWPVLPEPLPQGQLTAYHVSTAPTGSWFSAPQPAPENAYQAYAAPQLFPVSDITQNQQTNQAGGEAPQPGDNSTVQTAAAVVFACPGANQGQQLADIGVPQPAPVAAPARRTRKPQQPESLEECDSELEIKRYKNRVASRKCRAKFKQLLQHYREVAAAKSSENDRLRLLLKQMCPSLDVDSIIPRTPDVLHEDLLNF
The depositor's hits bear a star; x = no result given.

Preview, 4 compounds:
SMILES | pPAFAH FP inh | EBNA-1 inh | PAFAH1B3 inh | LYPLA2 counter | PAFAH2 inh | PAFAH1B2 inh | PREPL inhibitor | LYPLA1 counter | ZTA DNA inh
Cn1nc(C2CC2)cc1NC(=O)CC(CC(=O)O)c1ccccc1 (stereo unspecified) | 3 | -11 | x | -2 | x | x | 10 | 1 | -4
O=C(O)C12CC3CC(C1)CC(n1ncc(NCc4ccco4)c(Cl)c1=O)(C3)C2 | -1 | -2 | 11 | 11 | 7 | 4 | 13 | 6 | -19
CCOC(=O)Nc1n[nH]c(NC(=O)OCC)c1[N+](=O)[O-] | 4 | 1 | 1 | -7 | 2 | 0 | 2 | -2 | -2
Cn1c(=O)c2c(SCC(=O)NCC3CCCO3)nc(-c3ccccc3Cl)nc2n(C)c1=O (stereo unspecified) | 2 | 5 | 11 | 5 | 2 | 4 | 7 | 1 | 12

The list itself, repeating the preview:
SMILES | pPAFAH FP inh | EBNA-1 inh | PAFAH1B3 inh | LYPLA2 counter | PAFAH2 inh | PAFAH1B2 inh | PREPL inhibitor | LYPLA1 counter | ZTA DNA inh
Cn1nc(C2CC2)cc1NC(=O)CC(CC(=O)O)c1ccccc1 (stereo unspecified) | 3 | -11 | x | -2 | x | x | 10 | 1 | -4
O=C(O)C12CC3CC(C1)CC(n1ncc(NCc4ccco4)c(Cl)c1=O)(C3)C2 | -1 | -2 | 11 | 11 | 7 | 4 | 13 | 6 | -19
CCOC(=O)Nc1n[nH]c(NC(=O)OCC)c1[N+](=O)[O-] | 4 | 1 | 1 | -7 | 2 | 0 | 2 | -2 | -2
Cn1c(=O)c2c(SCC(=O)NCC3CCCO3)nc(-c3ccccc3Cl)nc2n(C)c1=O (stereo unspecified) | 2 | 5 | 11 | 5 | 2 | 4 | 7 | 1 | 12
CC(OC(=O)CCCOc1ccccc1)C(=O)NC(N)=O (stereo unspecified) | 4 | 6 | 1 | 0 | 1 | 5 | -2 | -1 | 4
COc1cc(C=O)c(Br)cc1OCc1ccc(C)cc1 | 18 | 1 | 8 | 7 | 1 | -1 | 24 | 1 | 3
CCCC(=O)Nc1cccc(NC(=O)c2ccc3c(c2)OCCO3)c1 | -1 | 9 | 1 | 7 | -4 | -1 | 13 | 1 | -10
COc1cccc(CNC(=O)CN(C)S(=O)(=O)c2cnc[nH]2)c1 | -1 | -1 | 5 | -2 | -4 | 6 | 2 | 0 | 6
O=S(=O)(NNc1ncc(C(F)(F)F)cc1Cl)c1ccc(F)cc1F | -5 | x | 10 | x | 5 | 19 | 15 | x | x
CCC(C(=O)OCC(=O)Nc1c(Cl)cc(Cl)cc1Cl)c1ccccc1 (stereo unspecified) | 5 | 0 | 2 | 1 | -6 | 4 | -3 | -2 | -6
Cc1ccccc1NC(=S)NC(=O)c1cc(-c2ccccc2)nc2ccccc12 | -3 | 5 | -5 | -21 | -16 | 0 | -4 | -10 | 5
O=C(NCCCCC(NC(=O)C1CCCCC1)C(=O)O)c1ccccc1 (stereo unspecified) | 5 | 2 | 1 | 11 | -1 | 7 | 22 | 2 | 2
Cc1ccccc1NC(=O)C(C)c1ccc(-c2ccccc2)c(F)c1 (stereo unspecified) | 3 | 6 | 2 | 1 | 4 | 2 | 5 | -6 | -12
CCOC(=O)C1(Cc2ccccc2)CCN(Cc2cnc(N3CCOCC3)s2)CC1 | -4 | -14 | 10 | -8 | 7 | 11 | 4 | -3 | 5
Cc1ccc(-n2nc(C(=O)O)cc2-c2ccc(Cl)cc2)cc1 | 3 | 3 | 10 | -6 | 6 | 19 | -2 | -3 | 16
CC1(C)OC(=O)N(c2ccccc2)C12C=Cc1cc(Br)ccc1O2 (stereo unspecified) | 0 | 7 | 2 | 5 | 4 | 1 | 9 | -5 | 12
COc1cc(S(=O)(=O)N(Cc2ccco2)C2CCCC2)ccc1-n1cnnn1 | 2 | 4 | 6 | 1 | -4 | 16 | -1 | 4 | 0
O=C(NCC1CCCO1)c1c(O)c2cccc3c2n(c1=O)CC3 (stereo unspecified) | 0 | -4 | 0 | 4 | 0 | 3 | 9 | 6 | -15
CCN(CC)CCNC(=O)CCCNC(=O)Cn1cnc2sc(C)c(C)c2c1=O | -3 | 6 | -5 | 5 | 8 | 7 | 12 | 2 | -16
COc1cccc(/C=N/NC(=O)c2cccc([N+](=O)[O-])c2)c1OS(=O)(=O)c1ccc(C)cc1 | 3 | 9 | -5 | -20 | -12 | -2 | 2 | -9 | 10
Cc1ccc(C2(C)NC(=O)N(CC(=O)Nc3cc(S(=O)(=O)N4CCOCC4)ccc3C)C2=O)cc1 (stereo unspecified) | 7 | 4 | 12 | 3 | 0 | -1 | -10 | -3 | 6
CCOC(=O)Cn1nnnc1C(C(C)C)N(Cc1cccs1)Cc1cc2cc(C)ccc2[nH]c1=O (stereo unspecified) | 7 | -2 | 6 | -2 | 8 | 3 | 13 | -6 | -19
CCOC(=O)C1CCN(Cc2nc(-c3ccc(OC)c(OC)c3)no2)CC1 | 4 | -1 | 6 | 3 | 0 | 1 | -4 | 3 | 1
COc1ccc(S(=O)(=O)N2CCCCC2)cc1NC(=O)CCc1nc2ccccc2c(=O)[nH]1 | -4 | -6 | 8 | 4 | 6 | 1 | 15 | 5 | -23
Cc1nn(C)cc1CNC(=O)/C=C/c1cnn(C)c1 | 3 | 4 | -5 | 3 | 8 | -3 | 7 | -1 | 0
Additional records:
SMILES | pPAFAH FP inh | EBNA-1 inh | PAFAH1B3 inh | LYPLA2 counter | PAFAH2 inh | PAFAH1B2 inh | PREPL inhibitor | LYPLA1 counter | ZTA DNA inh
CCC(C)(C)c1nnc(NC(=O)C2CCN(C(=O)c3ccco3)CC2)s1 | -4 | -3 | 4 | 8 | 11 | 1 | 12 | 3 | -8
Cn1c(C(=O)N2CCCC(C(=O)N3CCN(C(=O)c4ccco4)CC3)C2)cc2sccc21 (stereo unspecified) | 2 | -4 | 3 | 5 | 0 | -6 | 12 | 1 | -10
O=C(c1ccccc1)N1N=C(C(F)(F)F)CC1(O)c1ccc(F)cc1 (stereo unspecified) | -2 | -7 | 2 | -2 | 6 | -1 | 16 | 2 | -5
COC(=O)c1cc(OC)c(OC)cc1NC(=S)Nc1cccc(Cl)c1 | 3 | -2 | 2 | -3 | -3 | -2 | -2 | -6 | -5
CN(C)S(=O)(=O)N1CCN(S(=O)(=O)N2CCOCC2)CC1 | -2 | 7 | 7 | 0 | 3 | 1 | 9 | 1 | 6
Cc1noc(C)c1NC(=O)Nc1cccc2c1O[C@H](CN(C)S(=O)(=O)c1cccs1)[C@@H](C)CN([C@H](C)CO)C2=O | -1 | x | 19 | x | 11 | 3 | 4 | x | x
O=C(Nc1cccnc1Cl)c1cccs1 | 4 | -1 | -1 | -6 | -8 | 2 | -5 | -1 | 4
COc1ccc(-n2c(=O)c3ccccc3n(CC(=O)NC3CCCCC3)c2=O)c(OC)c1 | 2 | 10 | 7 | 5 | -10 | 4 | -1 | 0 | -1
Cc1cc(C)nc(NC(=O)CSc2nn(-c3ccccc3)c(=S)s2)n1 | 5 | -9 | 2 | 2 | -2 | 5 | 2 | -1 | 7
CN(C)C(CNC(=O)c1ccc(S(=O)(=O)Nc2cccc(C(F)(F)F)c2)cc1)c1ccco1 (stereo unspecified) | 2 | 11 | 9 | -1 | -1 | 4 | 0 | 4 | -1
O=C(CCCCC(=O)Nc1c(I)cc(I)c(C(=O)O)c1I)Nc1c(I)cc(I)c(C(=O)O)c1I | 1 | -2 | 8 | 4 | -29 | 6 | 8 | -2 | -8
COc1cc(NC(=O)c2cccc([N+](=O)[O-])c2C)ccc1NC(=O)c1ccco1 | -7 | -10 | -7 | -7 | -9 | -1 | 3 | -4 | 1
COc1ccc(S(=O)(=O)N2CCCCC2)cc1NC(=O)c1ccc(N2CCCC2=O)cc1 | 0 | x | 4 | 4 | 5 | 3 | 1 | -6 | 3
O=[N+]([O-])c1cnccc1Nc1ccc(F)cc1 | -3 | 8 | 9 | 6 | -5 | 6 | 9 | 1 | -5
COc1ccc(NC(=O)/C(C#N)=C/c2c(C)nn(-c3ccc(F)cc3)c2Cl)cc1Cl | -1 | 9 | -6 | 2 | -27 | -5 | -13 | 0 | -1
COc1ccc(CNC(=O)c2ccncc2)cc1 | 1 | -11 | 0 | 4 | -4 | 4 | 10 | 1 | -6
CCCCNC(=O)c1cn(CC(C)C)c(=O)c2c1c1ccccc1n2C | -10 | -19 | 1 | -1 | 1 | 3 | -8 | -3 | 1
CCOc1ccc2ccccc2c1/C=N/NC(=O)CC1(C)OCCCO1 | 1 | 3 | -2 | -2 | 3 | 4 | 3 | 1 | 5
Cc1cc(C(=O)Cn2nc(C(=O)O)c3ccccc3c2=O)c(C)n1CCc1ccc(Cl)cc1 | 3 | -1 | -7 | 7 | -11 | 1 | -30 | -7 | -6
CCc1nc(Nc2ccccc2OC)c2oc3ccccc3c2n1 | 12 | 2 | -4 | 1 | 0 | 1 | -3 | -2 | -12
Cc1cc(C(=O)N/N=C/c2c(C)[nH]n(-c3ccccc3)c2=O)n[nH]1 | 3 | 3 | 10 | 1 | 9 | 0 | 6 | -4 | 2
CC(NC(=O)C1CCCCC1)C(c1cccs1)N1CCOCC1 (stereo unspecified) | -1 | -5 | -2 | -2 | 4 | -2 | 5 | -1 | -1
O=S(=O)(NC(=NCc1ccccc1)c1ccccc1)c1ccccc1 | 2 | -5 | -3 | -9 | 1 | 4 | -6 | -2 | -15
COc1ccc(OC(C)C(=O)Nc2ccc(F)cc2F)cc1 (stereo unspecified) | -2 | 0 | 5 | 3 | -6 | 0 | 10 | 1 | 8
CCc1nc2ccc(C(=O)N3CCN(c4ccc([N+](=O)[O-])cc4)CC3)cc2nc1CC | 2 | -7 | 6 | 14 | 1 | 3 | 17 | -1 | -8
Going on with the list.
SMILES | pPAFAH FP inh | EBNA-1 inh | PAFAH1B3 inh | LYPLA2 counter | PAFAH2 inh | PAFAH1B2 inh | PREPL inhibitor | LYPLA1 counter | ZTA DNA inh
CC1CC(C)CN(C(=O)C2CCN(S(=O)(=O)c3cccc4cccnc34)CC2)C1 (stereo unspecified) | 7 | 3 | 5 | -2 | 4 | 2 | -2 | -1 | 0
O=C(N/N=C/c1ccc(-c2ccc([N+](=O)[O-])cc2)o1)C(O)c1ccccc1 (stereo unspecified) | 5 | -11 | -2 | -7 | -4 | -3 | -5 | 3 | -16
CCOC(=O)N1CCN(C(=O)COC(=O)CNC(=O)c2ccc(Cl)cc2Cl)CC1 | 2 | 2 | 8 | 8 | 5 | 4 | 6 | 2 | 11
CC1CC(C)CN(C2CCCCC2NS(=O)(=O)c2ccc(Cl)cc2)C1 (stereo unspecified) | 2 | 17 | 8 | 6 | 5 | -1 | -18 | 1 | 7
O=C(Nc1ccc2c(c1)OCO2)N1CCN(C(=O)C2CCCO2)CC1 (stereo unspecified) | 1 | 1 | 3 | -6 | -2 | -3 | -2 | -1 | 11
O=C(CCN1CCN(c2ccccc2F)CC1)Nc1ccccc1Cl | -3 | -21 | 6 | 3 | -2 | 4 | 20 | 1 | -3
COc1cc(CCC(=O)OCC(=O)Nc2c(C)cc(C)cc2C)cc(OC)c1OC | 8 | 3 | -1 | 2 | 12 | 1 | 9 | 0 | -22
CC(C(=O)c1c[nH]c(C(N)=O)c1)c1ncc(C(F)(F)F)cc1Cl (stereo unspecified) | 5 | 2 | 9 | 11 | 0 | 4 | -6 | -1 | 9
CCOC(=O)N1CCC(n2c(SCC(=O)N3CCCC3)nc3ccccc3c2=O)CC1 | 1 | -4 | 1 | 10 | -2 | -1 | 1 | 1 | -9

Screens: PubChem BioAssay, The Scripps Research Institute Molecular Screening Center

Some of the compounds tested; rates above refer to the full screens.
